EBNA-1 inhibitor = blocks EBNA-1 binding to DNA; EBNA-1 DNA binding, fluorescence polarization; inhibition, % at 14.8 µM; 0.34% of 300,000 active; in the data active = inhibition above about 28%
PP1 counter = PP1-alpha (human) inhibition in PP5 counter-screen | P62136 | purified PP1alpha, OMFP fluorescence | inhibition, % at 6.7 µM | 0.9% of 320,000 active | AID 2235;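 active = inhibition above the mean inhibition of all tested compounds plus 3 SD, computed separately for each screening campaign, cut at about 15% in these data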
Target sequence (P62136 whole entry, looked up): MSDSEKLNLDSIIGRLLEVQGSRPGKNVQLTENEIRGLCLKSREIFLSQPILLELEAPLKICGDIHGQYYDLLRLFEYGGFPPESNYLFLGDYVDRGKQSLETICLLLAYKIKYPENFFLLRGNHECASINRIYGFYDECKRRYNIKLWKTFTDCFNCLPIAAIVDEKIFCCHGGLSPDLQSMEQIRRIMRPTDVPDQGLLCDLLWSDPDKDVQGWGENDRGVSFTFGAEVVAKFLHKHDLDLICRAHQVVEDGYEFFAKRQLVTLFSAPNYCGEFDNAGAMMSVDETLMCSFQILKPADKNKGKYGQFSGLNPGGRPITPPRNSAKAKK
TPT1 inh = blocks Candida albicans tRNA 2'-phosphotransferase; 0.81% of 300,000 active; inhibition, % at 5 µM; AID 1962; recombinant caTPT1, FP RNA substrate dephosphorylation;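 active = inhibition above the mean of all tested compounds plus 3 SD, set per screening campaign, cut at about 24% in these data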;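 note: plate controls were DMSO alone for no effect and ferristatin control at 100 nM for full effect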
GASC-1 inh = human JMJD2C demethylase inhibition. inhibition, % at 2.35 µM. GST-JMJD2C(1-420) H3K9me3 demethylation, DELFIA europium. 0.069% of 330,000 active;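 active = more than half of a compound's replicate wells show inhibition beyond 50%, single wells judged on their own value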;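 note: signal counts dimethyl H3K9 product captured on neutravidin plate; 0% = median of DMSO wells and 100% = 0.3 times that DMSO median; strong numbers were not always called active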
Target sequence (Q9H3R0 1-420 limits assumed): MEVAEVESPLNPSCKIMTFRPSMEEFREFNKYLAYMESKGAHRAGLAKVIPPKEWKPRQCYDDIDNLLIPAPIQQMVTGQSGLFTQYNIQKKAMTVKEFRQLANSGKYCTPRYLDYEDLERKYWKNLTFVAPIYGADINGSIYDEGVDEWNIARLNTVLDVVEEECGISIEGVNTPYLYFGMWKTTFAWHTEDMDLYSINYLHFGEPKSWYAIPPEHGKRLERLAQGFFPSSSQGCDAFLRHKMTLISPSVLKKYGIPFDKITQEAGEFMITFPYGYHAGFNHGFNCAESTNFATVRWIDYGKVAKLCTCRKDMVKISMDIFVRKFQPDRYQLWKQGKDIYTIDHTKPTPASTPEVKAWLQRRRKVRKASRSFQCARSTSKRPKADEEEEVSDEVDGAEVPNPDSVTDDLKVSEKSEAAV
HCV core dimer = HCV core protein dimerization inhibition | TR-FRET GST/Flag-core106 dimerization, 1536-well | inhibition, % at 5 µM | 0.33% of 300,000 active | AID 1899;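 active = inhibition above the mean of all tested compounds plus 3 SD, set per screening campaign, cut at about 45% in these data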
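Material: GST/Flag-tagged HCV core106 proteins. Incubation: 4 h, 22.5 °C incubation. Read-out basis: inhibition (%) from 671 over 617 nm ratio. Measured by: TR-FRET, excitation 340 nm, emission 617 and 671 nm.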
CTSL1 counter = blocks F. hepatica cathepsin L1 in PFM18AAP counter-screen; AID 1906; inhibition, % at 5.96 µM; 0.49% of 300,000 active; recombinant F. hepatica cathepsin L1, Z-Leu-Arg-MCA fluorescence;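 active = inhibition above the mean of all tested compounds plus 3 SD, set per screening campaign, cut at about 17% in these data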;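 note: 0% = plate median of test compound wells and 100% = 1 µM Z-Phe-Ala-diazomethylketone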
PP5 primary = inhibitors of human protein phosphatase 5 (PP5); purified PP5c, OMFP substrate fluorescence; inhibition, % at 6.7 µM; 0.18% of 320,000 active; AID 1987;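 active = inhibition above the campaign's mean inhibition across all tested compounds plus 3 SD, cut at about 9.5% in these data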;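 note: 0% = DMSO only and 100% = 100 µM cantharidin control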
Yeast superoxide = yeast age-related superoxide inhibition as caloric restriction mimetic. S. cerevisiae aged cells, superoxide DHE fluorescence; active compounds read low. superoxide response (% of plate mean), % at 10 µM. 0.18% of 330,000 active;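 active = superoxide response under a set limit, about three screen SD below normal, cut at about 65% in these data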;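 note: yeast aged for seven days with compound at 30 °C before DHE staining; 100% = average MFI of all compound-treated wells on the plate with controls excluded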
ZTA DNA inh = counter-screen for EBNA-1 inhibitors: inhibitors of Epstein-Barr virus ZTA | 0.15% of 320,000 active | ZTA-DNA binding, fluorescence polarization | AID 2234 | inhibition, % at 11 µM | P03206; in the data active = inhibition above about 33%
Target sequence (P03206 whole entry, looked up): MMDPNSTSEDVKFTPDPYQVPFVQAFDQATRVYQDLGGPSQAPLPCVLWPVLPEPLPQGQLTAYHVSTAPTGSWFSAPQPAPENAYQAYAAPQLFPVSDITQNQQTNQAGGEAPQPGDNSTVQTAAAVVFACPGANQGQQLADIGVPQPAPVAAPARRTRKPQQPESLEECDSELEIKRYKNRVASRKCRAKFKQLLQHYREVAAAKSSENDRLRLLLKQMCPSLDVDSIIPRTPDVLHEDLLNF
Starred values were filed as active, the others as inactive.

What do the screens show for `O=C(CCNC(=O)c1ccco1)Nc1ccc(OC(F)F)cc1`?
EBNA-1 inhibitor: -2; PP1 counter: -4; TPT1 inh: -1; GASC-1 inh: 3; HCV core dimer: 3; CTSL1 counter: -2; PP5 primary: 1.4; Yeast superoxide: 94; ZTA DNA inh: -11

Results for Cc1ccc2c(c1)N(CC(=O)NCC1CCCO1)C(=O)C(C)O2 (configuration not stated) ?
EBNA-1 inhibitor: -9; PP1 counter: -4; TPT1 inh: -2; GASC-1 inh: 5; HCV core dimer: -2; CTSL1 counter: -1; PP5 primary: -1.3; Yeast superoxide: 91; ZTA DNA inh: -5

Results for COc1ccc(-c2nc3ccccc3n2OCC(=O)O)cc1 ?
EBNA-1 inhibitor: -4; PP1 counter: -4; TPT1 inh: 1; GASC-1 inh: -4; HCV core dimer: 2; CTSL1 counter: 3; PP5 primary: 2.4; Yeast superoxide: 99; ZTA DNA inh: -3

What do the screens show for `Cc1ccc(C[n+]2cc(-c3ccc(Cl)cc3)n3c2CCC3)cc1`?
EBNA-1 inhibitor: 3; PP1 counter: -3; TPT1 inh: -2; HCV core dimer: 1; CTSL1 counter: -1; PP5 primary: -2.1; Yeast superoxide: 86; ZTA DNA inh: 1

What do the screens show for `CCn1cc(C(=S)N2CCC(C(N)=O)CC2)c2ccccc21`?
EBNA-1 inhibitor: 6; PP1 counter: -4; TPT1 inh: 2; GASC-1 inh: 1; HCV core dimer: 1; CTSL1 counter: -3; PP5 primary: -3.4; Yeast superoxide: 111; ZTA DNA inh: 4

How did COC(=O)c1c(-c2ccsc2)oc2ccc(-c3cc(OC)c(OC)c(OC)c3)cc12 do in these assays?
EBNA-1 inhibitor: 3; PP1 counter: -2; TPT1 inh: 0; GASC-1 inh: -7; HCV core dimer: -9; CTSL1 counter: -3; PP5 primary: 4.3; Yeast superoxide: 95; ZTA DNA inh: -1

Results for COc1ccc(N2CCN(C(=O)C3CCN(C(=O)c4ccc([N+](=O)[O-])cc4)CC3)CC2)cc1 ?
EBNA-1 inhibitor: 7; PP1 counter: -3; TPT1 inh: 0; GASC-1 inh: 6; HCV core dimer: -3; CTSL1 counter: -2; PP5 primary: 3.6; Yeast superoxide: 126; ZTA DNA inh: -1

Results for CC1(C)CC(=O)C(/C=N/n2c(C(F)(F)F)nc3ccccc3c2=O)=C(O)C1 ?
EBNA-1 inhibitor: 1; PP1 counter: -4; TPT1 inh: 0; GASC-1 inh: 0; HCV core dimer: -4; CTSL1 counter: 2; PP5 primary: 0.3; Yeast superoxide: 108; ZTA DNA inh: 4

How did OC(CN1C2=NCCN2c2ccccc21)c1ccc2c(c1)OCO2 (configuration not stated) do in these assays?
EBNA-1 inhibitor: 5; PP1 counter: -2; TPT1 inh: -2; GASC-1 inh: 11; HCV core dimer: -3; CTSL1 counter: -1; PP5 primary: 0.1; Yeast superoxide: 91; ZTA DNA inh: 6

How did CCC/C=C(\CCC)C(NC(=O)c1ccc(C(=O)OC)cc1)c1ccc(C(=O)OC)cc1 (configuration not stated) do in these assays?
EBNA-1 inhibitor: -3; PP1 counter: -2; TPT1 inh: -2; GASC-1 inh: 14; HCV core dimer: 3; CTSL1 counter: 2; PP5 primary: 3.8; Yeast superoxide: 105; ZTA DNA inh: 2

How did CC(=O)c1cc(-c2ccccc2)n(CCC(=O)NC2CCC(C)CC2)c1C (configuration not stated) do in these assays?
EBNA-1 inhibitor: -4; PP1 counter: -3; TPT1 inh: 1; GASC-1 inh: -3; HCV core dimer: 9; CTSL1 counter: 0; PP5 primary: 0.7; Yeast superoxide: 106; ZTA DNA inh: 6

How did COc1cc(NC(=O)[C@H]2CSCN2C(=O)[C@@H]2CCC(=O)N2)cc(OC)c1OC do in these assays?
EBNA-1 inhibitor: -5; PP1 counter: -8; TPT1 inh: 1; GASC-1 inh: 1; HCV core dimer: -18; CTSL1 counter: 5; PP5 primary: 0.0; Yeast superoxide: 86; ZTA DNA inh: -1

Next part, starting with the last two of the part before.
How did CC(=O)c1cc(-c2ccccc2)n(CCC(=O)NC2CCC(C)CC2)c1C (configuration not stated) do in these assays?
EBNA-1 inhibitor: -4; PP1 counter: -3; TPT1 inh: 1; GASC-1 inh: -3; HCV core dimer: 9; CTSL1 counter: 0; PP5 primary: 0.7; Yeast superoxide: 106; ZTA DNA inh: 6

How did COc1cc(NC(=O)[C@H]2CSCN2C(=O)[C@@H]2CCC(=O)N2)cc(OC)c1OC do in these assays?
EBNA-1 inhibitor: -5; PP1 counter: -8; TPT1 inh: 1; GASC-1 inh: 1; HCV core dimer: -18; CTSL1 counter: 5; PP5 primary: 0.0; Yeast superoxide: 86; ZTA DNA inh: -1

Results for Cc1cc(NC(=O)c2ccc(F)cc2)n(CCOC(=O)c2ccc(F)cc2)n1 ?
EBNA-1 inhibitor: -1; PP1 counter: 2; TPT1 inh: -4; GASC-1 inh: -4; HCV core dimer: -4; CTSL1 counter: 0; PP5 primary: 2.5; Yeast superoxide: 77; ZTA DNA inh: -16

What do the screens show for `CN(CC(=O)Nc1cccc(F)c1)C(=O)c1ccc2c(c1)OCCO2`?
EBNA-1 inhibitor: 3; PP1 counter: 0; TPT1 inh: 2; GASC-1 inh: 6; HCV core dimer: -4; CTSL1 counter: 3; PP5 primary: -0.8; Yeast superoxide: 92; ZTA DNA inh: 7

How did Cc1ccc(C(=O)N2CCOCC2)c(F)c1F do in these assays?
EBNA-1 inhibitor: -11; PP1 counter: -3; TPT1 inh: 3; GASC-1 inh: -4; HCV core dimer: -4; CTSL1 counter: -4; PP5 primary: -0.1; Yeast superoxide: 91; ZTA DNA inh: -12

What do the screens show for `CCOc1cc(N2CCOCC2)c(OCC)cc1NC(=O)COc1cccc2cccnc12`?
EBNA-1 inhibitor: -4; PP1 counter: 3; TPT1 inh: 3; GASC-1 inh: 6; HCV core dimer: 4; CTSL1 counter: 0; PP5 primary: 5.3; Yeast superoxide: 87; ZTA DNA inh: -5

What do the screens show for `O=C(O)C(Oc1ccc2c(-c3ccccc3)cc(=O)oc2c1)c1ccccc1` (configuration not stated)?
EBNA-1 inhibitor: 11; PP1 counter: -4; TPT1 inh: -1; GASC-1 inh: -12; HCV core dimer: 11; CTSL1 counter: 3; PP5 primary: -1.5; Yeast superoxide: 102; ZTA DNA inh: 15

What do the screens show for `Cc1cc(N/C=C/C(=O)c2cccc3ccccc23)no1`?
EBNA-1 inhibitor: 2; PP1 counter: 1; TPT1 inh: 1; GASC-1 inh: -9; HCV core dimer: 3; CTSL1 counter: 4; PP5 primary: 4.7; Yeast superoxide: 101; ZTA DNA inh: -3

Results for COc1ccc(C2c3c(ncn(CCN4CCOCC4)c3=N)Oc3ccc4ccccc4c32)cc1OC (configuration not stated) ?
EBNA-1 inhibitor: -8; PP1 counter: -1; TPT1 inh: -2; GASC-1 inh: 9; HCV core dimer: -2; CTSL1 counter: -4; PP5 primary: 3.1; Yeast superoxide: 102; ZTA DNA inh: 2

How did Cc1ccc(N/C=C2/Sc3ccccc3NC2=O)cc1 do in these assays?
EBNA-1 inhibitor: -5; PP1 counter: 4; TPT1 inh: 28*; GASC-1 inh: 4; HCV core dimer: -30; CTSL1 counter: 0; PP5 primary: 0.8; Yeast superoxide: 104; ZTA DNA inh: -1

How did O=C1CCCN1CCC(=O)N1CCCC(Nc2ccc(F)c(F)c2)C1 (configuration not stated) do in these assays?
EBNA-1 inhibitor: 1; PP1 counter: -4; TPT1 inh: 2; GASC-1 inh: -4; HCV core dimer: -3; CTSL1 counter: -3; PP5 primary: 2.5; Yeast superoxide: 103; ZTA DNA inh: -11

How did Cc1cc2ncn(/N=C/c3cccnc3)c2cc1C do in these assays?
EBNA-1 inhibitor: 19; PP1 counter: -1; TPT1 inh: -1; GASC-1 inh: -17; HCV core dimer: 1; CTSL1 counter: 1; PP5 primary: -0.1; Yeast superoxide: 105; ZTA DNA inh: 10

Results for COc1ccc(-n2c(Cc3cccn3C)nnc2SCC(=O)N2CCOCC2)cc1 ?
EBNA-1 inhibitor: -8; PP1 counter: -2; TPT1 inh: 0; GASC-1 inh: 6; HCV core dimer: -4; CTSL1 counter: 0; PP5 primary: 0.7; Yeast superoxide: 94; ZTA DNA inh: 3

Results for CC1=C(C)CC2C(=O)N(Cc3ccccc3)C(=O)C2C1 (configuration not stated) ?
EBNA-1 inhibitor: 2; PP1 counter: 2; TPT1 inh: -1; GASC-1 inh: -10; HCV core dimer: 2; CTSL1 counter: 0; PP5 primary: 3.2; Yeast superoxide: 103; ZTA DNA inh: -3

How did COc1ccc(-c2nc(-c3ccc(Br)cc3)no2)c(OC)c1 do in these assays?
EBNA-1 inhibitor: 5; PP1 counter: 2; TPT1 inh: -3; GASC-1 inh: 5; HCV core dimer: 8; CTSL1 counter: 5; PP5 primary: -0.9; Yeast superoxide: 106; ZTA DNA inh: -1

How did CSc1ncccc1C(=O)OCn1nnc2ccccc2c1=O do in these assays?
EBNA-1 inhibitor: 1; PP1 counter: 0; TPT1 inh: -10; GASC-1 inh: 7; HCV core dimer: -1; CTSL1 counter: -4; PP5 primary: 1.8; Yeast superoxide: 97; ZTA DNA inh: -15

How did COc1ccc(C(=O)NCCCc2nc3ccccc3n2Cc2cc(C)ccc2C)cc1OC do in these assays?
EBNA-1 inhibitor: -4; PP1 counter: 3; TPT1 inh: 0; GASC-1 inh: 10; HCV core dimer: -3; CTSL1 counter: 2; PP5 primary: 5.6; Yeast superoxide: 105; ZTA DNA inh: 12

Results for O=C(N/C(=C/C=C/c1ccccc1)C(=O)N1CCOCC1)c1ccccc1Cl ?
EBNA-1 inhibitor: -11; PP1 counter: -2; TPT1 inh: 1; GASC-1 inh: 0; HCV core dimer: -9; CTSL1 counter: 6; PP5 primary: 0.9; Yeast superoxide: 108; ZTA DNA inh: -21

What do the screens show for `CC1CCc2nc(NC(=O)c3ccco3)sc2C1` (configuration not stated)?
EBNA-1 inhibitor: -13; PP1 counter: 0; TPT1 inh: -5; GASC-1 inh: 12; HCV core dimer: -2; CTSL1 counter: 2; PP5 primary: 3.1; Yeast superoxide: 109; ZTA DNA inh: 3

What do the screens show for `CC1(C)Cc2ccccc2C(C(=O)c2ccccc2)=N1`?
EBNA-1 inhibitor: -9; PP1 counter: -1; TPT1 inh: 1; GASC-1 inh: -31; HCV core dimer: 3; CTSL1 counter: -8; PP5 primary: 1.1; Yeast superoxide: 130; ZTA DNA inh: 0

How did O=C(Nc1ccc2c(c1)OCO2)c1ccc(Cl)c(S(=O)(=O)N2CCOCC2)c1 do in these assays?
EBNA-1 inhibitor: -2; PP1 counter: -1; TPT1 inh: 0; GASC-1 inh: 4; HCV core dimer: 9; CTSL1 counter: 3; PP5 primary: -0.5; Yeast superoxide: 98; ZTA DNA inh: 4

Results for O=C(CSc1nnc(-c2ccncc2)o1)Oc1ccccc1 ?
EBNA-1 inhibitor: 1; PP1 counter: 2; TPT1 inh: -3; GASC-1 inh: 4; HCV core dimer: -1; CTSL1 counter: -21; PP5 primary: 1.1; Yeast superoxide: 112; ZTA DNA inh: 4

How did COCc1n[nH]c(=S)n1-c1ccccc1 do in these assays?
EBNA-1 inhibitor: -3; PP1 counter: 2; TPT1 inh: 1; GASC-1 inh: -17; HCV core dimer: 0; CTSL1 counter: 1; PP5 primary: 2.5; Yeast superoxide: 92; ZTA DNA inh: 7

Results for NC(=O)CCn1c(C(=O)c2cccc([N+](=O)[O-])c2)c2ccccc2[n+]1[O-] ?
EBNA-1 inhibitor: -5; PP1 counter: -9; TPT1 inh: 0; GASC-1 inh: -5; HCV core dimer: -1; CTSL1 counter: -1; PP5 primary: 2.0; Yeast superoxide: 105; ZTA DNA inh: -13

Results for COC(=O)c1cn(NC(=O)CC2CCCCC2)c(=O)c2ccccc12 ?
EBNA-1 inhibitor: 0; PP1 counter: 2; TPT1 inh: 0; GASC-1 inh: 7; HCV core dimer: -2; CTSL1 counter: -1; PP5 primary: -0.9; Yeast superoxide: 92; ZTA DNA inh: -4

High-throughput results (PubChem BioAssay)

No enrichment for hits, and some 3.1% of all compounds hit somewhere here.
